PfM18AAP inh: PfM18AAP inhibitors, malaria aminopeptidase, primary screen, biochemical, QFRET, recombinant enzyme. 290,000 tested, 1.2% active. inhibition, % at 7.35 µM. M18 aspartyl aminopeptidase (Plasmodium falciparum 3D7). H-Glu-NHMec fluorogenic cleavage;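 active = inhibition above the campaign mean inhibition over all tested compounds plus 3 SD, cut at about 28% in these data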;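 also: 0% = plate median of test compound wells and 100% = 2 mM ZnCl2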
VIM-2 inh: VIM-2 metallo-beta-lactamase inhibitors, primary screen, biochemical, epi-absorbance readout, Pseudomonas aeruginosa enzyme | inhibition, % at 5.6 µM | AID 1527, 2009 | 290,000 tested, 0.89% active | purified VIM-2, nitrocefin hydrolysis, epi-absorbance fluorescence;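 active = inhibition above the mean of all tested compounds plus 3 SD, cutoff set per screening run, cut at about 7.5% in these data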;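 also: red hydrolysis product quenches plate fluorescence so inhibitors raise well fluorescence; 0% = enzyme with DMSO and 100% = DMSO without enzyme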
IDE act: human IDE activators in live cells, primary screen, fluorescence polarization, HEK cells, FAbeta-B substrate. Insulin-degrading enzyme (Homo sapiens), P14735. FAbeta-B cleavage; 0% vehicle, 100% cell-free pure enzyme wells. activation, % at 5.96 µM. 340,000 tested, 0.073% active. AID 493087, 2011;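 active = activation above the mean of all tested compounds plus 3 SD, set per screening campaign, cut at about 17% in these data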
HCV NS3 hel inh: inhibitors of HCV NS3 helicase, primary screen, biochemical, Cy5 molecular beacon fluorescence. Hepatitis C virus NS3 helicase. NS3 helicase DNA unwinding. inhibition, % at 10.9 µM. 290,000 tested, 0.56% active. AID 1800, 2009;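 active = inhibition above the mean of all tested compounds plus 3 SD, set per campaign, cut at about 35% in these data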;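 also: 0% = DMSO wells and 100% = thioflavine S control wells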
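Measured by: Cy5 fluorescence, 0 and 60 min reads / Assay system: NS3 helicase fragment of HCV / Control set: low DMSO, high thioflavine S at 110 µM / Times: 1 h reaction at 25 °C, ATP-initiated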
IMP-1 inh: IMP-1 metallo-beta-lactamase inhibitors, primary screen, biochemical, epi-absorbance readout, Pseudomonas aeruginosa enzyme | metallo-beta-lactamase IMP-1 (Pseudomonas aeruginosa) | purified IMP-1, nitrocefin hydrolysis, epi-absorbance fluorescence | inhibition, % at 5.6 µM | 290,000 tested, 0.45% active | AID 1556, 2009;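 active = inhibition above the mean plus 3 SD of all compounds in the same screening run, cut at about 4.5% in these data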;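 also: 0% = IMP-1 with DMSO and 100% = DMSO wells lacking enzyme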
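system = purified recombinant IMP-1 beta-lactamase | amount = 0.2 nM IMP-1, as dispensed | medium = HEPES buffer pH 7.1 with ZnSO4 and Brij 35 | times = 25 °C, 15 min preincubation, 25 min reaction | detection = plate fluorescence quenching by hydrolysis product, ex 480/em 530 nm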
UBC9 SUMO inh: inhibitors of in vitro SUMOylation cascade, primary screen, biochemical, HTRF, uHTS; inhibition, % at 35 µM; HTRF SUMOylation assay, SAE1/SAE2 + UBC9; AID 2006, 2009; 290,000 tested, 0.36% active; SUMO-conjugating enzyme UBC9 (Homo sapiens), P63279; in the data active = inhibition above about 50%, passing the limit was not always enough; also: strong numbers were not always called active
Target sequence (P63279 whole entry, looked up): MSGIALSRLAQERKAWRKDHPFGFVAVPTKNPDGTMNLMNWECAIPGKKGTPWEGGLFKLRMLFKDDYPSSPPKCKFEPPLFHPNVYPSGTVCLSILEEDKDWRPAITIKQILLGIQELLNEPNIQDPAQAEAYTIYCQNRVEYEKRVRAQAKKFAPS
p-CIP stab down: p/CIP-EGFP fusion destabilizers, primary screen, fluorescence, F442A cells | 16 h | 290,000 tested, 0.01% active | decrease of EGFP signal, % at 10 µM;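 active = EGFP signal decrease of at least 30% at 10 µM or well 3 SD below plate mean, unless failing retest; inactive = the rest, including hits failing retest or dose response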; also: some compounds called inactive have numbers as strong as hits; many of its hits are not listed in these tables
IDE inh: human IDE inhibitors in live cells, primary screen, fluorescence polarization, HEK cells, FAbetaB substrate | Insulin-degrading enzyme (Homo sapiens), P14735 | FAbetaB cleavage | inhibition, % at 5.59 µM | 320,000 tested, 0.41% active;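 active = percent inhibition above the average of all tested compounds plus 3 SD, set per screening campaign, cut at about 16% in these data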;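 also: IDE supplied by intact live HEK cells; FP after avidin binding of uncleaved biotin substrate so inhibition keeps polarization high; 0% = DMSO wells and 100% = 60 µM reference IDE inhibitor Ii1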
FID counter: compounds displacing fluorescent DNA intercalator, primary screen, artefact control for HCV NS3 helicase inhibitor project, biochemical, FID fluorescence | 290,000 tested, 0.17% active | inhibition, % at 7.9 µM | DNA fluorescent intercalator displacement; in the data active = inhibition above about 37%;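 also: 0% = vehicle and 100% = reference compound; higher means more ethidium bromide displaced from hairpin DNA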
An asterisk follows results filed as active; / = not tested or not shown. The order is random; 3.6% or so of the library scored in one or more.

SMILES	PfM18AAP inh	VIM-2 inh	IDE act	HCV NS3 hel inh	IMP-1 inh	UBC9 SUMO inh	p-CIP stab down	IDE inh	FID counter
O=C(NC(=S)N(Cc1ccccc1)Cc1ccccc1)c1ccccc1F	11.0	0.0	4.3	-1.7	-1.1	0.3	5.3	8.0	-17.3
COc1ccc(C(=O)NCCCNC(=O)c2ccccn2)cc1Br	2.7	-3.3	0.5	-6.1	-1.9	8.5	-14.6	-3.3	-20.9
COc1cc2c(cc1OC)C(c1ccccc1)N(C(=O)c1ccco1)CC2 (stereo unspecified)	/	/	0.1	/	/	20.5	-12.2	3.7	/
O=C(NC1CCCCCC1)C1C2C=CC3(CN(Cc4cccnc4)C(=O)C13)O2 (stereo unspecified)	0.3	-2.8	5.5	-2.2	-4.7	17.8	-16.9	0.3	-3.8
O=C(NCCCc1ccccc1)c1ccc([N+](=O)[O-])cc1Cl	1.3	-2.3	6.5	4.9	0.9	-4.5	-8.8	1.1	0.1
COc1ccc(NC(=O)c2ccccc2SC)cc1OC	1.4	-2.6	-5.4	-6.6	-2.8	11.6	-3.8	2.5	-2.4
CCCNS(=O)(=O)c1ccc(CCC(=O)N2CCN(c3ccc(F)cc3)CC2)cc1	0.1	1.6	-1.9	2.1	-4.0	-5.4	-17.0	4.4	-30.1
CCOC(=O)N1CCN(C(=O)C2CCN(Cc3ccc(OC)cc3OC)CC2)CC1	-1.9	-0.8	3.2	3.4	-1.2	2.3	-3.2	2.0	8.0
CCCn1c2ccc(/C(C)=N\O)cc2c2cc(/C(C)=N/O)ccc21	6.4	2.7	6.8	-10.4	-2.1	11.2	-0.9	0.7	-19.5
Cc1cccc(N2CCN(c3ccc4cc(S(=O)(=O)N5CCCCC5)ccc4n3)CC2)c1C	-3.4	-1.0	5.8	-0.8	-2.1	7.5	-8.7	-1.6	-2.9

Record cards, as listed above. Screens in order: PfM18AAP inh, VIM-2 inh, IDE act, HCV NS3 hel inh, IMP-1 inh, UBC9 SUMO inh, p-CIP stab down, IDE inh, FID counter
O=C(NC1CCCCCC1)C1C2C=CC3(CN(Cc4cccnc4)C(=O)C13)O2 (stereo unspecified) is listed with 0.3, -2.8, 5.5, -2.2, -4.7, 17.8, -16.9, 0.3, -3.8
COc1ccc(NC(=O)c2ccccc2SC)cc1OC is listed with 1.4, -2.6, -5.4, -6.6, -2.8, 11.6, -3.8, 2.5, -2.4
O=C(NC(=S)N(Cc1ccccc1)Cc1ccccc1)c1ccccc1F is listed with 11.0, 0.0, 4.3, -1.7, -1.1, 0.3, 5.3, 8.0, -17.3
Cc1cccc(N2CCN(c3ccc4cc(S(=O)(=O)N5CCCCC5)ccc4n3)CC2)c1C is listed with -3.4, -1.0, 5.8, -0.8, -2.1, 7.5, -8.7, -1.6, -2.9

The list continues:
SMILES	PfM18AAP inh	VIM-2 inh	IDE act	HCV NS3 hel inh	IMP-1 inh	UBC9 SUMO inh	p-CIP stab down	IDE inh	FID counter
COc1cccc(S(=O)(=O)Nc2ccc3c(c2)OCCO3)c1	3.9	-1.7	-1.2	7.3	-1.7	-4.7	1.8	/	-8.7
CN(CC(=O)Nc1ccc(F)cc1)C(=O)c1ccncc1	15.2	-3.0	-0.8	19.5	-1.6	0.1	-13.9	2.5	-9.1
Cc1[nH]n(-c2ccc(Cl)cc2)c(=O)c1C(=O)c1ccccc1	7.6	-7.1	-3.4	7.4	-2.8	6.2	3.5	3.2	1.2
COc1ccc(C(CC(=O)N2CCCC2)c2c(OC)cc(OC)c3ccc(=O)oc23)cc1 (stereo unspecified)	/	/	3.4	/	/	16.8	-2.6	0.8	/
COc1cc(N=Nc2ccccc2C(=O)O)ccc1O	24.1	-2.2	2.6	2.8	-3.1	14.0	-1.2	-2.5	-1.5
O=C(COc1ccccc1Cl)Nc1ccc2oc(=O)ccc2c1	-2.9	-3.2	0.2	2.7	-6.9	5.6	-13.1	1.6	-18.6
Clc1ccc2nc(C3CCN(Cc4nnnn4C4CCCCC4)CC3)[nH]c2c1	-0.8	0.3	3.7	-12.0	-3.7	-3.4	-4.2	-3.0	-18.5
Cc1cc(=O)[nH]c(SCC(=O)NC2CCCCC2)n1	-6.2	-2.7	3.4	4.7	-2.4	9.9	-7.0	0.1	-7.9
O=C(CNC(=O)N1CC(=O)Nc2ccccc21)Nc1ccccc1	3.6	-5.2	-1.6	-2.4	-2.2	1.8	-1.5	-1.8	-2.7
Cc1cc(=O)oc2cc(OCC3CC(c4ccccc4Cl)=NO3)ccc12 (stereo unspecified)	-5.6	0.7	-4.7	-15.0	-1.4	12.5	-23.8	-6.6	-5.8
COc1cccc(/C=N/n2c(C)nc3ccccc3c2=O)c1O	0.7	-4.0	3.3	-7.0	-2.2	8.8	-5.6	1.0	3.7
CCOC(=O)C1CCN(C(=O)c2sc3nc(-c4ccccc4)cn3c2C)CC1	-2.4	1.0	-11.2	-4.0	-0.3	-11.0	-9.0	3.3	-32.6
COc1cccc(C(=O)C2CCCN(C(=O)CCc3scnc3C)C2)c1 (stereo unspecified)	1.9	-1.3	0.4	4.0	-1.4	-6.0	4.1	-3.2	-19.0
CCCCN(Cc1ccco1)S(=O)(=O)c1csc(C(N)=O)c1	-13.4	0.9	3.4	-1.1	0.9	22.7	-3.1	-1.4	-30.1
O=C(CCC1CCCN(C(=O)c2cc3ccccc3o2)C1)NCc1ccc(F)c(F)c1 (stereo unspecified)	-13.7	-1.9	-3.3	-18.7	-2.1	/	/	-2.7	-37.3
CCN(CC(=O)NCC(=O)Nc1cccc(C)c1C)Cc1ccccc1	-8.7	-2.1	3.3	3.9	-2.0	13.7	-1.2	-4.2	-7.8
O=C(OC1CCOC1=O)c1ccc(S(=O)(=O)N2CCCCCC2)cc1 (stereo unspecified)	-0.1	-5.3	4.2	7.5	-3.0	13.1	-5.4	2.2	-11.1
C/C(=N\NC(=O)C1CC1c1ccccc1)c1cccs1 (stereo unspecified)	-2.6	-1.5	2.0	-8.6	-1.8	-3.3	-2.9	1.9	-9.4
CC(C)N1CCN(Cc2cccc3nonc23)CC1CCO (stereo unspecified)	-3.1	-0.5	3.7	1.8	-1.3	3.8	-16.5	-5.7	5.2
Cc1cc2oc(C(=O)Nc3nonc3C)c(C)c2cc1Cl	-1.7	-1.6	0.7	5.0	-1.5	/	-14.8	-0.4	-2.2
CC(=O)/C(=N\Nc1ccc(Cl)cc1Cl)Sc1cccc2cccnc12	17.2	-2.3	3.8	-0.2	-1.9	-28.0	4.0	1.8	1.8
CCOC(=O)CCCCC(=O)c1[nH]c(=O)[nH]c1CSCCO	4.9	-1.2	-3.5	-3.2	-3.8	9.4	1.7	1.9	-0.6
Cn1c(=O)cc(SCC(=O)NCCCN2CCN(c3ccccc3F)CC2)c2ccccc21	18.1	-4.3	-2.0	-26.2	-8.1	-36.6	-1.2	5.0	20.1
COc1cccc(CC(=O)Nc2cc(C(F)(F)F)ccc2N2CCCC2)c1	-0.7	-2.3	7.0	-9.9	-4.0	-4.5	0.6	6.7	-15.7
CSCC(=O)N1CCCC(CNC(=O)c2ccc(-c3ccccc3)cc2)C1 (stereo unspecified)	7.5	-3.1	-16.8	0.0	-3.4	11.2	-0.6	15.8	-28.8
NS(=O)(=O)c1ccc(CCNS(=O)(=O)c2ccc3c(c2)NC(=O)CO3)cc1	-0.2	-4.2	-7.0	-4.8	-1.8	16.9	6.6	1.5	-9.2
CCc1nnc(NS(=O)(=O)c2ccc(NC(=S)Nc3ccc(F)cc3)cc2)s1	-7.0	-1.3	3.1	-0.4	-3.4	0.4	2.5	-3.5	0.5
CCN(CC)C(=O)Cn1nc(C)c2ccccc2c1=O	-3.3	-0.9	-2.9	0.8	0.1	15.1	-4.6	-0.2	-1.7
O=C(CNC(=O)c1ccc(Cl)c([N+](=O)[O-])c1)NCC1CCCO1 (stereo unspecified)	-7.3	-2.1	-0.6	-6.1	-1.9	14.6	-3.2	-4.4	-0.4
Cc1n[nH]c(=S)n1/N=C/c1c(O)ccc2ccccc12	1.8	-0.2	-4.0	-0.8	0.3	13.6	8.7	3.4	0.1
Cc1cc(OCC(=O)NCCc2ccc(S(N)(=O)=O)cc2)c2c(C)c(C)c(=O)oc2c1	6.1	2.2	2.9	4.7	-2.6	/	-6.9	2.5	-26.5
O=C(CN1C(=O)COc2ccc(Cl)cc21)Nc1ccccn1	4.0	-3.5	4.3	8.7	-0.6	17.7	-11.9	-2.1	-9.2
O=C(COc1ccc(F)cc1)N/N=C/c1cccc2cccnc12	14.0	-2.8	-0.4	5.1	-2.7	12.5	-13.4	0.8	-19.6
Cc1ccc(S(=O)(=O)NC2=C(N3CCN(Cc4ccccc4)CC3)C(=O)c3ccccc3C2=O)cc1	3.8	-0.4	2.0	11.6	-6.6	8.1	-0.7	-0.7	6.5
O=S(=O)(Cc1ccccc1)NCC1CCCO1 (stereo unspecified)	5.4	-3.1	6.2	-0.7	-1.6	0.1	-0.6	2.8	0.0
CCC(NS(=O)(=O)c1ccc2c(c1)Cc1cc(S(=O)(=O)NC(CC)C(=O)O)ccc1-2)C(=O)O (stereo unspecified)	-9.1	1.5	7.0	1.7	-0.5	8.9	1.6	-4.7	0.3
Cc1cccc(NC(=O)CSc2nnc(-c3ccncc3)n2CC2CCCO2)c1 (stereo unspecified)	-1.8	-6.5	7.1	2.1	-2.9	14.9	-9.3	-6.4	-21.4
Cc1cc(C)c(C)c(S(=O)(=O)N2CCC(C(=O)Nc3ccncc3)CC2)c1C	6.2	-4.1	0.1	-55.0	-3.5	0.6	-2.7	-4.1	2.3
COC(=O)NC1CCC(NC(=O)OC)CC1 (stereo unspecified)	-11.5	-1.3	2.6	-12.6	-3.8	-4.1	-3.6	7.2	-0.3
COc1ccc(-n2nc3c(c2NC(=O)C(C)Oc2ccccc2)CS(=O)C3)cc1 (stereo unspecified)	1.3	-2.1	-2.1	3.1	-2.6	-8.9	-7.6	9.2	-26.6
CCOC(=O)c1sc(=NC(=O)COc2ccccc2)n(C)c1C	-0.4	-0.4	2.4	5.3	-2.2	-11.8	-4.1	1.4	2.2
CCOC(=O)C1=C(C)S/C(=C\N(C)C)C1=O	-10.3	1.4	3.6	2.4	2.7	24.7	-5.2	3.0	0.9
CCOc1ccc(N2C(=O)CC(NNc3nc4ccccc4s3)C2=O)cc1 (stereo unspecified)	-4.3	-1.0	9.8	-5.2	-2.7	-7.0	0.8	8.5	-15.8
Cc1[nH]c(C)c(S(=O)(=O)N2CCN(c3cccc(C(F)(F)F)c3)CC2)c1C(=O)N1CCCC1	5.9	-0.4	-6.5	-1.6	-1.4	-0.4	0.1	0.5	-32.8
Cc1nc(N2CCOCC2)nc(N2CCCCC2C)c1[N+](=O)[O-] (stereo unspecified)	-3.8	-1.0	4.7	-2.6	-2.8	-12.1	3.4	4.5	-6.2
